ANO1 activ – activates or potentiates the mouse TMEM16A chloride channel; AID 623877; B-score at 10 µM; HEK293 TMEM16A/YFP-H148Q/I152L, iodide quench fluorescence; stronger effect = lower value; 340,000 compounds, 0.3% hits;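 active = fluorescence-ratio B-score plate-corrected deviation score at least 3 library SD below zero, with starting fluorescence score within 5 deviations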;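 also: channel opened by trigger with iodide after compound preincubation; score built on the fluorescence ratio of max minus min over baseline; more negative score means more quench and so TMEM16A activation or potentiation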
MrgX1 allo act – allosterically activates human MrgX1 receptor signaling | MrgX1-HEK293, Fluo-4 calcium flux, FDSS; stronger effect = higher value | B-score at 10 µM | 310,000 compounds, 0.63% hits | AID 588675;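 active = plate-corrected calcium response at least 3 library SD above typical, normal starting fluorescence, not activating the receptor alone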;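 also: compound read alongside a low EC10 to EC30 dose of BAM8-22 agonist; peak minus trough fluorescence over baseline measured at the second addition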
Target sequence (Q96LB2 whole entry, looked up): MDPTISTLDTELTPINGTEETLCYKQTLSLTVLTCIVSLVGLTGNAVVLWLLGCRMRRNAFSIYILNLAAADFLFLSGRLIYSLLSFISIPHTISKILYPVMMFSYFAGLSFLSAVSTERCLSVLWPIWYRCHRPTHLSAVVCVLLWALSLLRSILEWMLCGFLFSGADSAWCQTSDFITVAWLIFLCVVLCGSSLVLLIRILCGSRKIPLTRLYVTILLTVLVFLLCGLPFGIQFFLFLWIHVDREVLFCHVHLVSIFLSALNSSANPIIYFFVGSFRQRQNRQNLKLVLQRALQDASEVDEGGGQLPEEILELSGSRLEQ
TRPC4 potent – allosteric potentiators of mouse TRPC4 channel; Q9QUQ5; HEK293 TRPC4beta/mu-opioid, DAMGO EC20, Fluo-4 Ca2+ flux; stronger effect = higher value; B-score at 10 µM; 310,000 compounds, 0.42% hits;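 active = B-score of calcium response area above 5 SD of library B-scores, with initial fluorescence ratio within 5 SD of library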;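 also: B-score of integrated fluorescence ratio over time as area under calcium response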
RGS4 block – inhibitors of human RGS4; HEK293 M3R/RGS4 inducible, Fluo-4 calcium flux; stronger effect = higher value; triggered by carbachol at its EC20; B-score at 10 µM; 310,000 compounds, 0.45% hits; AID 463165;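 active = B-score, a plate-corrected calcium signal, over three deviations above library mean, with baseline fluorescence within five deviations of library mean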;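 also: RGS4 expression induced by doxycycline in cells with stable M3 receptor; B-score is computed from the integrated fluorescence ratio over baseline after carbachol; higher B-score means a larger calcium signal and so more RGS4 inhibition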
Target sequence (P49798 whole entry, looked up): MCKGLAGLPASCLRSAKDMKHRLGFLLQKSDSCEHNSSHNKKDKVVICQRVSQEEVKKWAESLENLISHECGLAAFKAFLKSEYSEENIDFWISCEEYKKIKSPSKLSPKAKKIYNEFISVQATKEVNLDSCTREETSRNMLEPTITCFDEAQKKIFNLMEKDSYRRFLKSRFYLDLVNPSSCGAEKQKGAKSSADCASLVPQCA
MrgX1 agonist – agonists of human MrgX1 receptor; Q96LB2; MrgX1-HEK293 cells, Fluo-4 calcium fluorescence, agonist mode; stronger effect = higher value; B-score at 10 µM; AID 588627; 310,000 compounds, 0.44% hits;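 active = calcium response B-score plate-corrected fluorescence ratio at least 3 library SD, with starting fluorescence B-score inside 5 SD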
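Material – MrgX1-expressing HEK293 cells · Input – 15,000 cells seeded per well · Dosing – compound as first of three additions · Times – overnight seeding, then 1 h dark dye loading · Measured by – kinetic Fluo-4 NW fluorescence of intracellular calcium · Read-out – B-scored fluorescence response ratio · Benchmarks – positive and negative control wells on each plate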
TRPC6 activator – activators of mouse TRPC6 channel; HEK293-TRPC6 membrane potential dye fluorescence; stronger effect = higher value; B-score at 10 µM; 310,000 compounds, 0.13% hits; AID 2550;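 active = B-score of the integrated fluorescence ratio above library mean plus 3 SD, and starting fluorescence ratio within library mean plus 5 SD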;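 also: higher score means more depolarization so channel activation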
TRPC4 block – inhibitors of mouse TRPC4 channel; Q9QUQ5; HEK293 TRPC4beta/mu-opioid, DAMGO-evoked Fluo4 calcium flux; stronger effect = lower value; B-score at 10 µM; 300,000 compounds, 0.39% hits; AID 2247;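 active = B-score over 3 SD under the library average, no early fluorescence shift, positive overall ratio signal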
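Assay system: HEK293 cells with stable TRPC4beta plus mu-opioid receptor expression; Probe or stimulus: DAMGO in two steps, submaximal then maximal; Dosing: single-point compound dosing; Measured by: Fluo4 calcium-dye fluorescence, kinetic read; Read-out basis: B score from integrated Fluo4 fluorescence ratio.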
MrgX1 antag – blocks BAM8-22 activation of human MrgX1 receptor; Q96LB2; 310,000 compounds, 1.3% hits; MRGX1-HEK293 calcium flux, Fluo-4, BAM8-22 antagonism; stronger effect = lower value; B-score at 10 µM; AID 588676;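 active = calcium-response B-score plate-corrected more than 3 library SD below zero, starting fluorescence within 5 deviations, no agonist response on first addition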;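 also: peak minus trough fluorescence over baseline after final BAM8-22 challenge near maximal dose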
TRPC4 act – opens the mouse TRPC4 cation channel; AID 2237; 310,000 compounds, 0.49% hits; HEK293 TRPC4beta/mu-opioid, Fluo4 calcium fluorescence; stronger effect = higher value; B-score at 10 µM;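 active = B-score above 5 SD of library B-scores, and initial fluorescence ratio not above library mean plus 5 SD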;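 also: positive B-score marks a calcium rise read as TRPC4 activation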
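Technique: kinetic Fluo4 calcium fluorescence; Test system: TRPC4beta and mu-opioid receptor HEK293 stable cells; Measure: B-scored integrated calcium fluorescence ratio; Benchmarks: low control buffer alone, high control maximal DAMGO; Schedule: 45 min room-temperature Fluo4 loading, 110 s read.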
TRPC6 inhibitor – blocks the mouse TRPC6 cation channel; Q61143; HEK293-TRPC6, membrane potential dye, ACh-evoked depolarization; stronger effect = lower value; B-score at 10 µM; 310,000 compounds, 1.1% hits;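 active = B-score under library mean minus 3 SD, initial fluorescence not abnormally high, positive integrated signal ratio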;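 also: B-score derived from integrated fluorescence ratio over the kinetic read; more negative B-score means stronger inhibition of depolarization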
TMEM16A inh – mouse TMEM16A channel inhibition, primary screen; HEK293 TMEM16A/YFP iodide influx fluorescence, ionomycin; normalized B-score (activity score, 25-100; higher = stronger inhibition) at 10 µM; 310,000 compounds, 1.2% hits; AID 588511;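 active = ratio plate-corrected score three or more library SD toward inhibition, starting fluorescence score within five deviations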;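 also: score derived from kinetic fluorescence span divided by baseline fluorescence per well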
The depositor's hits bear a star; i = inactive; / = no result given.

SMILES	ANO1 activ	MrgX1 allo act	TRPC4 potent	RGS4 block	MrgX1 agonist	TRPC6 activator	TRPC4 block	MrgX1 antag	TRPC4 act	TRPC6 inhibitor	TMEM16A inh
CCCC(=O)O[C@@H]1C[C@@H](C)N(C(=O)c2ccccc2)c2ccc(C)cc21	i	i	i	i	i	i	i	i	i	i	i
CC(=O)N/C(=C\c1ccc(F)cc1)C(=O)NC(Cc1ccccc1)C(=O)O (stereo not given)	i	i	i	i	i	i	i	i	i	i	i
O=C(NC1CCS(=O)(=O)C1)c1cn(-c2ccccc2)nc1-c1ccccc1 (stereo not given)	i	i	i	i	i	i	i	i	i	i	i
COc1ccccc1CNC(=O)c1cnn2c(C(F)F)cc(C)nc12	i	i	i	i	i	i	i	i	i	i	i
Cc1ccc(S(=O)(=O)CCC(=O)NCCC2=CCCCC2)cc1	i	i	i	i	i	i	i	i	i	i	i
CN1CCN(CCCNC(=O)c2ccc3c(=O)n(CCc4ccccc4)c(=O)[nH]c3c2)CC1	i	i	i	i	i	i	i	i	i	i	i
Cc1cc(=O)[nH]c(SCCc2ccccc2)n1	i	i	i	i	i	i	i	i	i	i	i
COc1cc(NC(=O)CN2CCC(C(N)=O)(N3CCCCC3)CC2)c(OC)cc1Cl	i	i	i	i	i	i	i	i	i	i	i
OC(CN1CCOCC1)CN(c1ccccc1)c1ccccc1 (stereo not given)	i	i	i	i	i	i	i	i	i	i	i
CCCC(=O)C1=C(O)C(C(=O)OC)C(C)(C)CC1=Nc1cccc2ccccc12 (stereo not given)	i	8.1*	i	i	i	i	i	i	i	i	i
Cc1cccnc1-n1c(CCN2C(=O)c3ccccc3C2=O)nc2ccccc2c1=O	i	i	i	i	i	i	i	i	i	i	i
Cc1cc(C)c2nc(-c3ccccn3)cc(C(=O)n3cccn3)c2c1	i	i	i	i	i	i	i	i	i	i	i
COc1ccc(C2C(C#N)=C(N)OC3=C2C(=O)CCC3)cc1OC (stereo not given)	i	i	i	i	i	i	i	i	i	i	i
COc1ccc(CNC(=O)CCCn2nc(C)c3c(C)n(-c4ccccc4)nc3c2=O)cc1	i	i	i	i	i	i	i	i	i	i	i
CCOC(=O)c1c(O)c2ccccc2oc1=O	i	i	i	i	i	i	i	i	i	i	i

Profiles as entered above:
Cc1cccnc1-n1c(CCN2C(=O)c3ccccc3C2=O)nc2ccccc2c1=O as listed: ANO1 activ: i; MrgX1 allo act: i; TRPC4 potent: i; RGS4 block: i; MrgX1 agonist: i; TRPC6 activator: i; TRPC4 block: i; MrgX1 antag: i; TRPC4 act: i; TRPC6 inhibitor: i; TMEM16A inh: i
COc1ccc(C2C(C#N)=C(N)OC3=C2C(=O)CCC3)cc1OC (stereo not given) as listed: ANO1 activ: i; MrgX1 allo act: i; TRPC4 potent: i; RGS4 block: i; MrgX1 agonist: i; TRPC6 activator: i; TRPC4 block: i; MrgX1 antag: i; TRPC4 act: i; TRPC6 inhibitor: i; TMEM16A inh: i

Remaining list, next part:
SMILES	ANO1 activ	MrgX1 allo act	TRPC4 potent	RGS4 block	MrgX1 agonist	TRPC6 activator	TRPC4 block	MrgX1 antag	TRPC4 act	TRPC6 inhibitor	TMEM16A inh
O=C(COC(=O)c1cncc(Br)c1)Nc1nc(-c2ccc(F)cc2)cs1	i	i	i	i	i	i	i	i	i	i	i
COc1ccc(CN2C(=O)c3cccnc3C2=O)cc1S(=O)(=O)N1CCCCC1C (stereo not given)	i	i	i	i	i	i	i	i	i	i	i
Cc1cc(NC(=O)C(C)SCC(=O)Nc2ccccc2N2CCCCC2)no1 (stereo not given)	i	i	i	i	i	i	i	i	i	i	i
Cc1ccc(-n2c(O)c(C=NC3CCS(=O)(=O)C3)c3ccccc3c2=O)c(C)c1 (stereo not given)	i	i	i	i	i	i	i	i	i	i	i
COc1ccc(N/N=C(/Oc2ccc([N+](=O)[O-])cc2)C(C)=O)cc1	i	i	i	i	i	i	i	i	i	i	i
CCN(CC(=O)Nc1c(F)cccc1F)C(=O)c1ccc(N2CCOCC2)c([N+](=O)[O-])c1	i	i	i	i	i	i	i	i	i	i	i
CCOc1cccc(C(=O)Nc2ccc3c(c2)OCCO3)c1	i	i	i	i	i	i	i	i	i	i	i
CCOC(=O)C1(Cc2ccc(OC)cc2)CCN(C(=O)CN2CCOC2=O)CC1	i	i	i	i	i	i	i	i	i	i	i
Cc1ccc(Cl)cc1N1CCN(C(=O)Cc2csc(Nc3nc(=S)[nH]c4ccccc34)n2)CC1	i	i	i	i	i	i	i	i	i	i	i
COc1ccc(CC(CC(=O)O)C(=O)Nc2ccc(Cl)c(Cl)c2)cc1 (stereo not given)	i	i	i	i	i	i	i	i	i	i	i
COc1cc(C(=S)N2CCOCC2)cc(OC)c1OC(=O)Cc1ccc(F)cc1	i	i	i	i	i	i	i	i	i	i	i
COc1ccc(C(=O)N2CCN(c3ccc(NC(=O)c4ccco4)cc3)CC2)cc1	i	i	i	i	i	i	i	i	i	i	i
CCC(=O)N1CCN(c2ccccc2NC(=O)COc2ccc(C(C)C)cc2)CC1	i	i	11*	i	i	i	i	i	i	i	i
O=C1CSC(c2ccc(Cl)cc2Cl)N1c1ccccn1 (stereo not given)	i	i	i	i	i	i	i	i	i	i	i
O=C(c1ccco1)N1CCN(Cc2nnc(-c3ccccc3)o2)CC1	i	i	i	i	i	i	i	i	i	i	i
CC(=O)NC(c1ccc(C)cc1)c1cc(Cl)c2cccnc2c1O (stereo not given)	i	i	i	i	i	i	i	i	i	i	i
CCOC(=O)c1cc(-c2ccc(/C=N\n3cnnc3)o2)ccc1Cl	i	i	i	i	i	i	i	i	i	i	i
CN(C)c1ccc(NC(=O)CN2CCC(O)(c3ccccc3)CC2)cc1	i	i	i	i	i	i	i	i	i	i	i
COc1ccc(CNC(=O)CNC(=O)c2ccc(C(C)(C)C)cc2)cc1OC	i	i	i	i	i	i	i	i	i	i	i
O=C(NCc1nnc(SCc2ccc(C(F)(F)F)cc2)n1-c1ccccc1)C12CC3CC(CC(C3)C1)C2	i	i	i	i	i	i	i	i	i	i	i
O=C(Cn1c(=O)n(-c2ccc(F)cc2)c(=O)c2sccc21)NC1CCCCC1	i	i	i	i	i	i	i	i	i	i	i
O=C(O)CCc1nc2cccnc2n1Cc1ccccc1	i	i	i	i	i	i	i	i	i	i	i
CCn1ncc(S(=O)(=O)Nc2cc(Cl)ccc2C)c1C	i	i	i	i	i	i	i	i	i	i	i
COc1cccc(OC)c1OCCCCn1cnc2ccccc2c1=O	i	i	i	i	i	i	i	i	i	i	i
COc1ccc(N2C(=O)[C@H]3[C@@H](C2=O)C2c4ccccc4C=NN2[C@H]3C(=O)C(C)(C)C)cc1 (stereo not given in full)	i	i	i	i	i	i	i	i	i	i	i
Cn1c(NC(=O)c2cc(-c3ccc4c(c3)OCO4)nc3ccccc23)cc(=O)n(C)c1=O	i	i	i	i	i	i	i	i	i	i	i
COC(=O)N/N=C/c1cn(CCCOc2ccccc2)c2ccccc12	i	i	i	i	i	i	i	i	i	i	i
NCCSSCCN	i	i	i	i	i	i	i	i	i	i	i
CCOC(=O)C(=CNc1ccc2c(c1)c1ccccc1n2CC)C(=O)OCC	i	i	i	i	i	i	i	i	i	i	i
COc1ccc(-c2nc(-c3cccc(C)c3)nc(N3CCN(C)CC3)c2C#N)cc1	i	i	i	i	i	i	i	i	i	i	i
O=C(c1ncn[nH]1)N1CCN(c2nc(-c3ccccc3)cs2)CC1	i	i	i	i	i	i	i	i	i	i	i
Cc1cccc(/C=N/n2c(-c3cc(-c4ccccc4)n[nH]3)n[nH]c2=S)c1	-6.6*	i	i	i	i	i	i	i	i	i	i
Nc1cc(C(F)(F)F)ccc1NCCc1ccccn1	i	i	i	i	i	i	i	i	i	i	i
CC(CC(=O)Nc1ccccc1)n1ccnc1 (stereo not given)	i	i	i	i	i	i	i	i	i	i	i
Cc1cccc2nc(CSc3nc4cc([N+](=O)[O-])ccc4s3)cn12	i	i	i	i	i	i	i	i	i	i	i
COc1ccc([N+](=O)[O-])cc1NC(=O)c1ccc(C)o1	i	i	i	i	i	i	i	i	i	i	i
COc1cccc(N2CCN(C(=O)c3cc4cc(Cl)ccc4[nH]3)CC2)c1	i	i	i	i	i	i	i	i	i	i	i
COc1ccc(C(=O)NC(=S)N2CCOCC2)cc1Br	i	i	i	i	i	i	i	i	i	i	i
CC1(C)C2CCC1(C)C(OC(=O)c1ccc(O)cc1)C2 (stereo not given)	i	i	i	i	i	i	i	i	i	i	i
Nc1ccc(S(=O)(=O)NC2=NCCCCC2)cc1	i	i	i	i	i	i	i	i	i	i	i
O=C(N/N=C/c1ccc(OC(=O)c2cccs2)cc1)c1cccc(F)c1	i	i	i	i	i	i	i	i	i	i	i
Cc1ccc(NC(=O)c2ccc3c(c2)OCCO3)cc1	i	i	i	i	i	i	i	i	i	i	i
Cc1nc2c(cnn2-c2ccccc2Cl)c(=O)n1-c1ccc(N2CCC(C)CC2)cc1	i	i	i	i	i	i	i	i	i	i	i
O=C(NCC(=O)N1CCC2(CC1)NCCc1[nH]cnc12)c1ccc2ccccc2c1	i	i	i	i	i	i	i	i	i	i	i
CCOC(=O)CN(c1ccccn1)S(=O)(=O)c1ccc(OC)cc1	i	i	i	i	i	i	i	i	i	i	i
Cc1cccc(-c2nc(CS(=O)CC(=O)N3CCCCC3)c(C)o2)c1 (stereo not given)	i	i	i	i	i	i	i	i	i	i	i
COc1ccc(-c2noc(CCCOc3ccccc3)n2)cc1OC	i	i	i	i	i	i	i	i	i	i	i
CC(/C=C/c1ccc2c(c1)OCO2)=N\NC(=O)COc1ccccc1C	i	i	i	i	i	i	i	i	i	i	i
COc1ccc(Cc2c(N)nc(N)nc2N)cc1	i	i	i	i	i	i	/	i	i	i	i
CC1CCN(CC(=O)NC(=O)NCc2ccccc2)CC1	i	i	i	i	i	i	i	i	i	i	i
Cc1nc2ccc(Cl)cc2nc1C	i	i	i	i	i	i	i	i	i	i	i
O=C(COC(=O)c1ccco1)NCc1ccco1	i	i	i	i	i	i	i	i	i	i	i
